GPR151 ag: activates the human receptor GPR151; Q8TDV0; PathHunter beta-arrestin GPR151 cells, luminescence; activation, % at 11.2 µM; hit rate 1% among 650,000; AID 1508602; in the data active means activation above about 4.9%;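 further: 0% = median of compound wells and 100% = cells with positive control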
Target sequence (Q8TDV0 whole entry, looked up): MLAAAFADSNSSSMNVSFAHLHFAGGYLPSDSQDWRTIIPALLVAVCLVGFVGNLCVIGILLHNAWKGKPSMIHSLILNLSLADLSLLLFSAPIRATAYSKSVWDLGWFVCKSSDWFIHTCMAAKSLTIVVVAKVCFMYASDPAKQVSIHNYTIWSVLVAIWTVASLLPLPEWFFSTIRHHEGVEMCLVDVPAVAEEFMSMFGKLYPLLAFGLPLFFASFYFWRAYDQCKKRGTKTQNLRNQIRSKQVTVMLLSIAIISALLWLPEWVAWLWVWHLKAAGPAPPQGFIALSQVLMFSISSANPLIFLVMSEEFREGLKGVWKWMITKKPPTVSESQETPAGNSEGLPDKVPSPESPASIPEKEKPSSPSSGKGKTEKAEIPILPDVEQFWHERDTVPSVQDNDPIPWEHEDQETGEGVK
FBW7 act: human FBW7 E3 ligase activation, primary screen; hit rate 0.13% among 650,000; AID 1259310; normalized activity (activation), % at 26.1 µM; Q969H0; AlphaScreen FBW7–phospho-cyclin E peptide binding, activator screen; in the data active means normalized activity above about 1.9%;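 further: purified mutant Fbw7 with reduced substrate affinity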
TEAD-YAP inh: TEAD-YAP interaction inhibition; inhibition, % at 9.12 µM; HEK-TIYL cells, TEAD-Gal4/YAP UAS-luciferase luminescence; hit rate 1.4% among 640,000; in the data active means inhibition above about 32%;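 further: 0% = median of test compound wells and 100% = reference inhibitor wells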
MITF primary: human MITF inhibition, primary screen. O75030. AlphaScreen MITF homodimerization, bead proximity signal. inhibition, % at 2.6 µM. hit rate 0.91% among 650,000. AID 1259374; in the data active means inhibition above about 50%;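 further: 0% = vehicle wells with protein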
Target sequence (O75030 whole entry, looked up): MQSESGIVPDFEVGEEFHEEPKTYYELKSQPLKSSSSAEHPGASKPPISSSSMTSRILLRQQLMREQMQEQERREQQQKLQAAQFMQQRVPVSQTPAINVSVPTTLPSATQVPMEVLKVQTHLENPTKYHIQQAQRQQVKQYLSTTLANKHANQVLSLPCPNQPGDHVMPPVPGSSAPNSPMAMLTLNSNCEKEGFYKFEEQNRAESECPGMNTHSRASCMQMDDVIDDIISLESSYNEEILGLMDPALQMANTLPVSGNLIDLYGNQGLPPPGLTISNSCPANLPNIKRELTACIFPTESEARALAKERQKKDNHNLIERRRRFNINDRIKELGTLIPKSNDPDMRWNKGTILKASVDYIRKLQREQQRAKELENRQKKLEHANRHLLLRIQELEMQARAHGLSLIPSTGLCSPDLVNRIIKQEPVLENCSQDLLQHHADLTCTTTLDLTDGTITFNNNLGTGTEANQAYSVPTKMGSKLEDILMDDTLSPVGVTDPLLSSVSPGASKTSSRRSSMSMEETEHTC
Active calls of the source: *. Rows were taken by chance. Share with any hit: about 3.4%.

SMILES	GPR151 ag	FBW7 act	TEAD-YAP inh	MITF primary
COc1ccc(NC(=O)CSc2nnnn2-c2ccccc2F)cc1OC	-0.7	0.5	0	7
O=C(NC(=S)NCc1cccnc1)c1cc2ccccc2o1	-0.7	0.1	-6	12
CC(=O)N1CCN(Cc2nc3cc(NC(=O)c4ccc(F)cc4)ccc3n2C)CC1	0.9	0.0	-10	-2
O=C(NC1CC1)c1ccc2c(c1)CC(c1nc3ccc(-c4cn[nH]c4)cc3c(=O)[nH]1)CO2 (stereo unspecified)	-0.4	0.3	-1	27
CCNC(=O)CC1S/C(=N\N=C\c2ccco2)NC1=O (stereo unspecified)	0.8	-0.3	-3	-8
Clc1ccc2c(c1)c1c3c(nccn32)CCC1	0.8	0.1	11	2
CC(C)(C)Nc1c(-c2ccco2)nc2cnccn12	0.2	0.0	-3	0
Cc1ccc(Cn2c(=O)[nH]c3c2c(=O)n(C)c(=O)n3C)cc1	2.2	0.3	0	6
COc1ccc(/C=C2\Sc3ccc(C(=O)N4CCCC4)cc3N(C)C2=O)cc1OC	-0.2	-0.2	5	2
O=C(/C=C/c1ccc([N+](=O)[O-])cc1)OCC(=O)N1c2ccccc2Sc2ccccc21	3.7	0.6	3	30

Five records picked at random from the list so far:
SMILES	GPR151 ag	FBW7 act	TEAD-YAP inh	MITF primary
Cc1ccc(Cn2c(=O)[nH]c3c2c(=O)n(C)c(=O)n3C)cc1	2.2	0.3	0	6
O=C(/C=C/c1ccc([N+](=O)[O-])cc1)OCC(=O)N1c2ccccc2Sc2ccccc21	3.7	0.6	3	30
CCNC(=O)CC1S/C(=N\N=C\c2ccco2)NC1=O (stereo unspecified)	0.8	-0.3	-3	-8
COc1ccc(NC(=O)CSc2nnnn2-c2ccccc2F)cc1OC	-0.7	0.5	0	7
O=C(NC1CC1)c1ccc2c(c1)CC(c1nc3ccc(-c4cn[nH]c4)cc3c(=O)[nH]1)CO2 (stereo unspecified)	-0.4	0.3	-1	27

Other compounds follow.
SMILES	GPR151 ag	FBW7 act	TEAD-YAP inh	MITF primary
COCCn1c(=O)c(C#N)cc2c(=O)n3cccc(C)c3nc21	2.3	0.0	2	-2
N#CC(C#N)=C(N)C(C#N)Cc1ccc(C#N)cc1 (stereo unspecified)	-0.1	-0.2	-6	-9
O=C(COc1ccc2ccccc2c1)Nc1c2c(nn1-c1ccc(F)cc1)CSC2	1.0	0.0	-12	-1
Cc1ccc(NC(=O)CC(C)S(=O)(=O)c2ccc3c(c2)SCC(=O)N3)c(Cl)c1 (stereo unspecified)	-2.1	-0.1	4	-5
Oc1ccc(-c2nccnc2NCc2ccc3c(c2)OCO3)cc1	-0.5	0.5	14	2
Cc1ccc(NC(=O)CN2C(=O)N/C(=C\c3cccn3-c3cccc(C(=O)O)c3)C2=O)cc1	-0.8	-0.3	-4	37
COc1ccc(-c2cc(=O)c3cc(NC(=O)c4cc(OC)cc(OC)c4)ccc3o2)cc1	-1.7	0.1	-28	7
CCC(C)(C(=O)NC1CCCCC1)N(C)C(=O)c1ccc2c(c1)OCO2 (stereo unspecified)	-1.2	0.3	5	5
C/C(=N\NC(=O)c1cc(C(C)(C)C)[nH]n1)c1ccccc1	-0.5	0.1	-5	12
Cc1cccc(NC(=O)CCC(=O)OCC(=O)c2ccc(Cl)cc2)c1	1.5	0.0	2	-1

The list goes on; the last six above are carried over.
SMILES	GPR151 ag	FBW7 act	TEAD-YAP inh	MITF primary
Oc1ccc(-c2nccnc2NCc2ccc3c(c2)OCO3)cc1	-0.5	0.5	14	2
Cc1ccc(NC(=O)CN2C(=O)N/C(=C\c3cccn3-c3cccc(C(=O)O)c3)C2=O)cc1	-0.8	-0.3	-4	37
COc1ccc(-c2cc(=O)c3cc(NC(=O)c4cc(OC)cc(OC)c4)ccc3o2)cc1	-1.7	0.1	-28	7
CCC(C)(C(=O)NC1CCCCC1)N(C)C(=O)c1ccc2c(c1)OCO2 (stereo unspecified)	-1.2	0.3	5	5
C/C(=N\NC(=O)c1cc(C(C)(C)C)[nH]n1)c1ccccc1	-0.5	0.1	-5	12
Cc1cccc(NC(=O)CCC(=O)OCC(=O)c2ccc(Cl)cc2)c1	1.5	0.0	2	-1
CCOc1ccccc1N1CCN(S(=O)(=O)c2ccc(Br)cc2)CC1	-1.5	0.9	5	7
COc1ccc(-c2nc3ccc(C(=O)NCc4nc5ccccc5[nH]4)cc3s2)cn1	1.8	0.4	-12	13
CCOC(=O)c1c(NC(=O)CSc2nnc(CNC(=O)Cc3ccccc3)n2-c2cccc(C)c2C)sc2c1CCCC2	0.0	0.0	1	-5
C#CCOc1ccc(/C=C2/NC(=O)N(CC(=O)Nc3cccc(C)c3)C2=O)cc1	-0.5	0.0	2	14
CC1CCN(S(=O)(=O)c2cccc(C(=O)N3CCC(C(=O)O)CC3)c2)CC1	0.1	0.1	6	-5
Cc1nnc(NC(=O)CSc2nnc(CN3CCOCC3)n2-c2ccccc2)s1	4.5	0.0	-8	7
O=C(Cc1ccc(-n2cccc2)cc1)NC1CCCCC1	0.0	0.0	-1	5
Cc1cccc(NC(=O)CN2C(=S)NC(C)(C)CC2C)c1C (stereo unspecified)	-1.5	0.1	-1	12
CC(C)(C)c1ccc(-c2nc(-c3c(F)cccc3F)no2)cc1	1.3	0.1	68*	-8
CC(C)COC(=O)n1c(=O)oc2cc(Br)ccc21	0.2	0.1	-45	-8
COc1ccccc1OCC(=O)NCc1nc(-c2ccccc2)no1	-1.0	-0.1	-4	1
CCOc1ccc(NC(=O)CCC2CC(C)(C)OC2=O)cc1 (stereo unspecified)	1.5	-0.1	1	10
COc1ccc(NC(=S)N2CCn3cccc3C2c2ccc(OC)c(OC)c2)cc1 (stereo unspecified)	1.3	0.1	5	3
CC(NC(=O)c1ccccc1F)C(c1cccs1)N1CCOCC1 (stereo unspecified)	-1.5	0.1	4	15
O=c1nc2n(c3c1oc1ccccc13)Cc1ccccc1-2	0.8	0.2	-1	0
Cc1ncsc1C(=O)Nc1ccc(-c2cn3c4c(nnc3n2)CCCC4)cc1	-3.6	1.4	-3	-13
CCOC(=O)CCC(=O)Nc1cccc2ccc(-n3ccnc3)nc12	-0.8	0.0	-6	-3
COc1ccc(-c2cc(C(F)(F)F)nc(-n3cnc([N+](=O)[O-])c3)n2)cc1OC	-0.3	0.1	6	6
Cc1sc2ncnc(Oc3ccc4c(C)cc(=O)oc4c3)c2c1C	0.4	-0.1	-16	-6
CN(C)CC(C)(C)CN=CC1=C(O)CC(C)(C)CC1=O	-0.4	0.1	8	16

Single records, from the list above:
`COCCn1c(=O)c(C#N)cc2c(=O)n3cccc(C)c3nc21` is listed with GPR151 ag = 2.3; FBW7 act = 0.0; TEAD-YAP inh = 2; MITF primary = -2
`O=C(NC(=S)NCc1cccnc1)c1cc2ccccc2o1` is listed with GPR151 ag = -0.7; FBW7 act = 0.1; TEAD-YAP inh = -6; MITF primary = 12

Next part
SMILES	GPR151 ag	FBW7 act	TEAD-YAP inh	MITF primary
CCOc1cccc2cc(-c3csc(NC(=O)c4cccc(OC)c4OC)n3)oc12	0.1	-0.2	-2	-1
Cc1ccccc1-n1c(SCC(=O)N2CCCC(C)C2)nnc1-c1cccnc1 (stereo unspecified)	1.7	-0.1	3	7
CCN(CC)c1nc(C)nc2sc(C(=O)Nc3ccccc3C(F)(F)F)c(C)c12	1.0	-0.1	-6	13
O=C(Nc1c2c(nn1-c1ccccc1)CCC2)C1CCCC1	1.1	-0.1	-5	2
COc1ccc(CCn2c(-c3cc(C)ccc3C)csc2=Nc2ccc(F)cc2)cc1OC	-1.2	-0.2	4	0
COc1ccc(Cn2nnnc2C(c2ccccc2OC)N2CCC(C(N)=O)CC2)cc1 (stereo unspecified)	0.9	0.5	-5	8
Cc1cc(-c2ccc(C=C3C(=O)OC(C)(C)OC3=O)o2)c([N+](=O)[O-])cc1C	-0.7	0.2	-3	25
Cc1cc(C)c2c(CC(=O)N(C)C)coc2c1	-1.0	0.0	-7	-5
CCN1C(=O)/C(=c2\sc3nc(-c4ccccc4)nn3c2=O)c2ccccc21	3.2	-0.2	-18	-3
CCOCCCNC(=O)C(=O)c1c[nH]c2ccccc12	-0.4	-0.1	-9	-1
CCOc1ccccc1NC(=O)c1sc2ncn(Cc3ccccc3Cl)c(=O)c2c1C	-1.2	-0.1	-5	1
O=C(NCc1ccc2c(c1)OCO2)[C@@H]1CC(O)CN1S(=O)(=O)c1ccc(F)cc1 (stereo partly specified)	-1.1	0.1	6	-1
Cc1ccc(NC(=O)OCN2C(=O)c3ccccc3C2=O)cc1	0.2	0.0	-46	11
CC(C)(C)NC(=O)C(c1cccnc1)N(Cc1ccc(F)cc1)C(=O)c1csnn1 (stereo unspecified)	0.5	0.1	13	6
O=C1C[C@H](N2C(=O)CCC2=O)C2CO[C@@H]1O2	0.9	0.0	7	10
COc1ccc(C(=O)COC(=O)c2sc(-c3ccccc3)nc2C)cc1	0.0	-0.1	2	10
NC(=O)[C@@H]1CCCN1Cc1c(C(=O)N2CCN(C3CCCCC3)CC2)nc2ccccn12	1.0	-0.2	-7	0
CCN1CCC(N(Cc2ccco2)C(=O)Nc2ccccc2Br)CC1	-0.5	-0.1	-6	0
O=C(CN1Cc2ccccc2OC(c2ccsc2)C1)N1CCC(c2ccncc2)CC1 (stereo unspecified)	1.2	-0.2	-12	1
CCC(c1nnnn1Cc1ccco1)N1CCC(C(N)=O)CC1 (stereo unspecified)	-0.6	-0.1	1	-6
COc1ccccc1N1C(=O)CC(Nc2cc(C(=O)O)ccc2C)C1=O (stereo unspecified)	0.4	-0.1	-2	18
Cn1nc(CC(=O)Nc2ccc(F)cc2F)c2ccccc2c1=O	-0.7	-0.2	34*	1
CC1(C)CC(=O)C2=C(C1)NC1=C(C(=O)c3ccccc31)C2c1ccc(O)c(O)c1 (stereo unspecified)	0.7	-0.2	-8	14
CNC(=O)CN(Cc1ccc(C)cc1)S(=O)(=O)c1c(C)cc(C)cc1C	0.3	0.9	-3	13
Fc1cc2sc(NC3=NCCCCC3)nc2c(F)c1F	0.9	-0.1	-4	17
CCn1c2ccccc2c2cc(CN3CCN(C(=O)c4ccccc4)CC3)ccc21	0.4	-0.1	-1	23
O=S(=O)(c1ccc(F)c(Cl)c1)N1CCN(c2ccc3nnc(C4CC4)n3n2)CC1	-0.2	0.1	-8	18
O=C(CCn1ccnc1)N1CCCC(n2nc(-c3cccs3)ccc2=O)C1 (stereo unspecified)	-1.0	-0.2	-13	-8
N=C1C(c2nc3ccccc3s2)=C(O)CN1/N=C/C=O	1.1	-0.2	2	1
CN1CCN(C(=O)c2ccc(-c3cccc(C(=O)NCCOc4ccccc4)n3)cc2)CC1	1.3	0.8	0	3
Nc1nc(SCn2nnc3ccccc3c2=O)n[nH]1	-0.3	0.0	1	-6
c1csc(C2CCCN2c2nc3nonc3nc2N2CCOCC2)n1 (stereo unspecified)	-0.9	0.5	-4	-1
CC(C)(C)OC(=O)NCCOc1ccc(CC(N)=O)cc1	0.6	0.2	4	-5
CCN(CC)S(=O)(=O)c1cccc(C(=O)Nc2ccccc2C(=O)Nc2ccc(OC)cc2)c1	1.4	-0.3	-10	-2
CCCCC12CN(C(=O)CC)CC(C)(CN(C(=O)CC)C1)C2=O	1.3	-0.2	6	6
CC1CCN(C(=O)CSc2nc3ccccc3s2)CC1	0.0	0.1	-73	-26
CCc1ccc(C(=O)/C=C\Nc2ccc(S(=O)(=O)Nc3cc(OC)nc(OC)n3)cc2)cc1	0.0	0.0	4	-4
S=c1[nH]c2ccccc2c2c1CCCC2	0.1	0.1	0	-12
O=C(NN1C(=O)c2ccccc2NC12CCCCC2)c1ccccc1	-0.6	0.0	-34	-1

Screens deposited in PubChem BioAssay by The Scripps Research Institute Molecular Screening Center.
